Compound activity (PubChem)
HTR5A ag ctr = activates human HTR5A in OPRM1-OPRD1 agonist counter-screen | P47898 | HTR5A agonist assay, luminescence, cell-based | activation, % at 9.3 µM | 0.61% of 340,000 active; in the data active means activation mostly above about 9.5%, no sharp cut-off; inactive means mostly below about 7.6%;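 further: 0% = cells with vehicle only and 100% = reference agonist; strong numbers were not always called active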
SUMO Mot1 rescue = inhibitors of SUMOylation pathway: yeast Mot1-301 growth rescue; S. cerevisiae Mot1-301 growth rescue, ATP luminescence, 38.5C; percent above DMSO median, 100 means doubled; growth rescue, % at 18.8 µM; 1% of 320,000 active; AID 2716;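 active means every valid replicate shows activation above 250% relative to neutral control wells; inactive means the rest, any valid replicate at or below 250%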;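 further: OY570 slx delta 5 strain wells were the positive control but not used for scaling; some compounds called inactive have numbers as strong as hits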
OPRM1-OPRD1 inv = inverse agonists of human mu-delta opioid receptor heterodimerization. P35372+P41143. cell-based MOR-DOR heterodimer luminescence, inverse agonism. inhibition, % at 9.3 µM. 0.21% of 340,000 active. AID 504357; in the data active means inhibition above about 22%, passing the limit was not always enough;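 further: 0% = cells with DMSO and 100% = wells without cells with DMSO; values of inactives mirror those of a sister screen read the other way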
Target sequence (P35372 whole entry, looked up): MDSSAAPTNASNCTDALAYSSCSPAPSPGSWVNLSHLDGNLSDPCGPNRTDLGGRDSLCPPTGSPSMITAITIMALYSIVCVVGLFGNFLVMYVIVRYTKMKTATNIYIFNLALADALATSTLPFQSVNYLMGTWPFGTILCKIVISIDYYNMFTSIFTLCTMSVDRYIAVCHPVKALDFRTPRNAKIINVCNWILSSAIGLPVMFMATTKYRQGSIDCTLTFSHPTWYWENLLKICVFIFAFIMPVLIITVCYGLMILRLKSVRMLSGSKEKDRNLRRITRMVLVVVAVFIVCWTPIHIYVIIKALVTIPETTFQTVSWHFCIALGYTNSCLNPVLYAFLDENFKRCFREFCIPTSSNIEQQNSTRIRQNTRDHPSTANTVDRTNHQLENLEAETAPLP
Target sequence (P41143 whole entry, looked up): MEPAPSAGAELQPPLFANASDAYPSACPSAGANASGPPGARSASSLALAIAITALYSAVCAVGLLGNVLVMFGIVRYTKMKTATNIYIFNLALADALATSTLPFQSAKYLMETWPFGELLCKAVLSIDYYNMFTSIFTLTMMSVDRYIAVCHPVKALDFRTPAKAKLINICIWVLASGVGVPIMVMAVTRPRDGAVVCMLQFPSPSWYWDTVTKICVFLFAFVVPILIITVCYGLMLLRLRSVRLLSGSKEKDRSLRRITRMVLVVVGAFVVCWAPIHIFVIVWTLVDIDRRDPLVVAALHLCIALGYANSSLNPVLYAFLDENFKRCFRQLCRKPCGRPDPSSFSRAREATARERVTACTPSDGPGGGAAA
Pemphigus Ab inh = blocks pemphigus antibody binding to human desmoglein-3; DSG3-coupled beads, scFv-anti-DSG3-GFP binding, flow cytometry; stronger effect = lower value; binding (percent of control), % at 10 µM; 0.48% of 310,000 active; AID 588358;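 active means binding more than 3 SD below its plate's average and above zero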;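 further: hits lower antibody fragment binding to DSG3; some compounds called inactive have numbers as strong as hits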
PfHsp90 yeast 2 = reduces growth (ATP signal) of yeast expressing P. falciparum Hsp90; AID 504621; inhibition, % at 9.4 µM; S. cerevisiae expressing PfHsp90, BacTiter-Glo ATP, 48 h; yeast lacking PDR1 and PDR3 efflux regulators; 0.32% of 310,000 active;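 active means every replicate shows inhibition above about 80%, whatever the replicate mean, limit read from the data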;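 further: 0% = DMSO neutral controls and 100% = 20 µM radicicol positive controls; yeast relying on Plasmodium falciparum Hsp90 in place of its own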
OPRM1-OPRD1 ag = agonists of human mu-delta opioid receptor heterodimerization; AID 504326; activation, % at 9.3 µM; cells, OPRM1-OPRD1 heterodimerization, luminescence; P35372+P41143; 0.3% of 340,000 active; in the data active means activation above about 18%;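 further: 0% = vehicle-treated cells and 100% = reference agonist; values of inactives mirror those of a sister screen read the other way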
E coli growth = bacterial growth inhibition, counter-screen for AddAB inhibitors; 0.27% of 330,000 active; AID 449728; inhibition, % at 11.9 µM; E. coli V3065 growth, OD600 absorbance, 18 h;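 active means inhibition above the campaign's mean inhibition across all tested compounds plus 3 SD, cut at about 9.9% in these data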;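 further: uninfected addAB+ strain grown without phage in ampicillin broth; 0% = DMSO wells and 100% = ciprofloxacin 0.95 µg/ml wells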
AddAB inh = less growth of phage-infected E. coli with AddAB; E. coli expressing H. pylori AddAB, absorbance growth; inhibition, % at 11.9 µM; 0.29% of 330,000 active; in the data active means inhibition above about 12%;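 further: 0% = vehicle wells of infected cells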
phage Ecoli inh = E. coli growth loss with phage present; AID 651602; growth absorbance; 0.26% of 360,000 active; inhibition, % at 11.9 µM; in the data active means inhibition above about 11%
PKA-R1A activ = PKA-R1A complex activation | P00514+P68181 | PKA-R1A dissociation, Cy5-IP20 fluorescence polarization; scaled: DMSO 0%, 113 µM cGMP 100% | activation, % at 11.4 µM | 0.083% of 340,000 active;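 active means percent activation above the mean of all tested compounds plus 3 SD, cut at about 19% in these data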;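 further: higher means more PKAc released from R1A so a rise in polarization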
HTR5A inv ag = inverse agonist of human HTR5A in OPRM1-OPRD1 counter-screen | HTR5A cell line, luminescence, inverse agonism | inhibition, % at 9.3 µM | 0.083% of 340,000 active | AID 504634; in the data active means inhibition mostly above about 23%, no sharp cut-off; inactive means mostly below about 18%;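 further: 0% = cells with DMSO and 100% = no-cell wells with DMSO; some compounds called inactive have numbers as strong as hits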
* marks the source's active call; other numbers are inactive results; · = not tested or not shown.

mol	HTR5A ag ctr	SUMO Mot1 rescue	OPRM1-OPRD1 inv	Pemphigus Ab inh	PfHsp90 yeast 2	OPRM1-OPRD1 ag	E coli growth	AddAB inh	phage Ecoli inh	PKA-R1A activ	HTR5A inv ag
CC(C)C(C)NC(=O)CN1C(=O)NC2(CCCc3ccccc32)C1=O (centres undefined)	-5	11	18	86	-15	-2.8	2.2	2.2	3.5	-17	12
CC1(C)CC(N2CCCC2)=CC(=[N+]2CCCC2)C1	1	9	-4	94	-7	0.5	-0.5	-0.5	2.0	3	-3
CCOc1ncccc1C(=O)OCc1ccc(C(=O)OC)o1	16	·	2	106	12	-0.4	-0.8	1.2	2.3	2	-39
CC(C)CN(C(=O)c1ccc(C(F)(F)F)cc1)c1c(N)n(CC(C)C)c(=O)[nH]c1=O	-5	5	12	102	9	-2.3	1.9	4.3	0.9	4	15
CCCCn1c(-c2cccc3ccccc23)nc2cc3[nH]c(=O)c(C(C)C)nc3cc21	3	1	-53	93	19	9.1	-0.5	1.8	1.9	5	-6
CC(CCn1cccn1)NC(=O)c1cc(COc2ccc(F)cc2F)on1 (centres undefined)	-1	2	13	104	11	-2.5	0.6	0.4	2.5	-3	17
O=S(=O)(CCSc1ccc(C(F)(F)F)cn1)c1ccc(Cl)cc1	5	10	0	·	9	-0.1	-3.0	-1.1	2.9	-3	12
O=C(NC1CCCC1)C1CCCN(S(=O)(=O)c2ccc(-n3cnnn3)cc2)C1 (centres undefined)	-2	50	11	100	-22	-1.9	2.9	1.6	1.2	-7	14
Cc1ccc(Cn2c(C(C)Nc3nc(-c4ccc(F)cc4)cs3)nc3cc(C(=O)NCCCO)ccc32)cc1 (centres undefined)	8	1	6	104	·	-1.0	-2.4	0.3	1.8	-7	-15
Cc1ccc(CNC(=O)Cn2ccc3ccccc3c2=O)o1	-1	11	-4	107	11	0.7	-1.9	-0.9	3.3	0	19
O=C(O)c1ccc(/C=C2\SC(=S)N(NC(=O)c3ccc(Br)cc3)C2=O)cc1	-4	227	9	99	-5	-1.8	3.0	4.2	0.7	0	18
O=S(=O)(Nc1ccc(Br)cn1)c1ccc(Cl)s1	-3	7	4	104	-69	-0.6	0.3	0.4	-1.6	0	-6
CCOC(=O)C(C(C)=O)c1c(Br)c(O)c(O)c2c(C(=O)c3ccc(C)cc3)coc12 (centres undefined)	3	11	-21	96	-1	4.1	0.6	2.4	3.2	3	23
CCCc1cc(=O)[nH]c(Nc2ccc(O)cc2)n1	0	-5	9	96	-10	-1.5	-5.2	-3.0	0.6	-12	-9
COc1cc(CNCCSc2nnnn2C)cc(Br)c1OCc1ccccc1	8	78	-20	105	19	3.9	-0.8	0.3	-1.9	0	-3
Cc1ccc(-c2nnn(CCC(=O)NC(C)(C)C)n2)cc1	-2	79	12	102	7	-2.1	-3.5	1.8	3.3	4	-4
NC(=O)c1cccc2c(=O)oc3ccccc3c12	3	-5	8	·	-2	-1.4	0.9	1.3	0.9	6	-14
N#CCn1c2ccccc2c2nc3ccccc3nc21	2	-7	4	97	-5	-0.8	1.1	5.1	2.1	-11	-6
Nn1c(SCC(=O)Nc2ccc(Oc3ccccc3)cc2)nnc1C1CC1	3	-12	4	99	-10	-0.8	-0.1	0.3	1.2	3	-3
C[C@H](NC(N)=O)C(=O)Nc1ccc(N2CCOCC2)c(S(=O)(=O)Nc2ccc(Cl)cc2)c1	1	·	4	113	·	-1.0	1.6	3.0	0.3	-12	-15
O=C(NNC1=NS(=O)(=O)c2ccccc21)c1ccc([N+](=O)[O-])cc1	1	-2	-16	·	5	2.5	-1.6	2.3	1.5	-8	-11
C(=N\n1cnnc1SCc1ccccc1)/c1ccco1	6	-11	6	118	-20	-1.0	2.7	-0.8	0.5	8	7
Cc1onc(-c2ccccc2)c1C(=O)N(C)CC(=O)Nc1ccc(F)c(F)c1F	7	-15	13	100	·	-3.2	-0.7	-1.3	-0.3	-7	4
CCOC(=O)C1=C(CN2CCN(C(=O)OCC)CC2)NC(=O)NC1c1ccc2c(c1)OCO2 (centres undefined)	-3	4	0	96	-13	0.0	0.2	1.5	0.8	1	18
O=C(CSc1oc(-c2ccccc2)nc1S(=O)(=O)c1ccc(F)cc1)NCC1CCCO1 (centres undefined)	2	4	-2	113	-10	0.3	-1.8	2.1	2.9	-4	6
O=C(O)CC(CN1C(=O)c2ccccc2C1=O)c1ccccc1 (centres undefined)	-2	18	6	110	2	-1.1	2.4	0.3	1.6	2	-21
CC(C)(C)OC(=O)NC(CC(=O)OCc1ccccc1)C(=O)O (centres undefined)	0	-2	12	102	-3	-2.2	2.0	1.0	3.2	4	-9
Cn1c(CN2CCOCC2)c(C#N)c2ccccc21	-1	-19	16	101	22	-2.9	-0.4	1.9	1.1	-8	18
Cc1ccc(S(=O)(=O)NNC(=O)c2ccoc2C)cc1	0	78	8	102	-3	-1.4	-1.1	0.2	1.4	4	1
CN(c1ccc(C(=O)NCc2ccc3c(c2)OCO3)cc1)S(C)(=O)=O	5	-1	-3	102	-3	0.5	-3.6	-3.9	1.9	1	-4
O=C(NC1CC1)c1sc2cc(Cl)ccc2c1Cl	10	2	-10	106	-13	1.6	2.9	1.7	2.1	8	-32
COc1ccc(/C=N/Nc2ccccn2)c(OC)c1OC	-4	0	10	110	-7	-2.1	-0.2	0.2	1.7	-9	16
Cc1cc(S(=O)(=O)Nc2nc(CN3CCOCC3)nc3sc4c(c23)CCC4)ccc1F	2	10	13	102	·	-2.4	0.3	-1.7	1.9	8	-7
CC(=O)N1CCc2cc(Br)cc(S(=O)(=O)N3CCc4ccccc43)c21	1	32	14	102	2	-2.8	1.2	3.9	2.4	16	-2
COc1cc(C(=O)Nc2ccc3c(c2)nc(C)n3C)cc(OC)c1OC	-6	-3	3	119	-30	-0.6	-0.2	4.3	1.8	4	-17
C(=C\CSc1ncn[nH]1)/CSc1ncn[nH]1	6	6	-1	107	6	0.1	-3.0	-1.0	1.0	5	1
NS(=O)(=O)c1ccc(NC(=O)c2c(F)cccc2Cl)cc1	-3	-8	11	91	-27	-2.2	2.8	5.8	3.5	6	-7
CCCN1CCN(C(=O)Cn2nc(CC)n3c(cc4sccc43)c2=O)CC1	-2	-6	18	109	-9	-3.5	0.7	2.7	0.3	-5	6
CC(C)c1ccc(NC2CCCN(C(=O)c3cnsn3)C2)cc1 (centres undefined)	0	-1	1	110	-1	-0.2	1.2	0.3	0.9	3	-27
Cc1cc(C)c2nc(-c3cccnc3)cc(C(=O)Nc3ccc(S(=O)(=O)Nc4onc(C)c4C)cc3)c2c1	-1	404*	-1	100	-66	0.2	2.8	4.9	2.3	0	3
O=C(CN1CCOCC1)Nc1ccc(NC(=O)CN2CCOCC2)c(Cl)c1	9	74	-13	·	·	2.3	-2.2	3.6	1.9	-3	-23
COc1cccc(C2=NOC(C(=O)N3CCN(C(=O)c4ccco4)CC3)C2)c1 (centres undefined)	4	80	-3	105	5	0.6	1.5	4.3	3.8	-7	-10
O=C(Cc1ccc(Cl)cc1)N1CCc2ccccc2C1	-1	58	3	116	11	-0.5	-2.0	0.1	1.1	3	-23
O=C(Nc1ccc(C(=O)O)cc1)/C(=C/c1ccc2c(c1)OCO2)NC(=O)c1cccc(Br)c1	-3	2	-1	85	6	0.1	0.8	0.2	4.1	-7	9
Cc1ccc(NC(=O)COC(=O)C2=COCCO2)cc1	-4	·	-4	101	18	0.7	1.1	0.3	3.3	-2	-10
COc1ccc(/C=N/NC(=O)c2cc3c(ccc4ccccc43)o2)cc1OC	3	85	-8	123	-8	1.4	·	·	4.3	-14	-9
CSc1nnc(-c2ccccc2Cl)n1N	1	-14	4	95	-5	-0.9	0.0	4.3	-1.1	4	14
Cc1ccc(/C=C/C(=O)NCc2ccccn2)o1	-2	10	8	102	-9	-1.6	-0.9	4.4	1.2	-9	6
Cc1ccc(S(=O)(=O)N2CC=C(c3ccc(F)cc3)CC2)cc1	4	2	-9	95	1	1.5	0.9	3.5	1.3	-12	-2
CCCCN(C(=O)c1cc(S(=O)(=O)N2CCCCC2)ccc1Cl)c1c(N)n(CC(C)C)c(=O)[nH]c1=O	-2	·	15	104	12	-3.8	·	·	2.9	0	13
O=C(Cc1ccc(Br)cc1)NCCc1ccccc1	1	19	12	108	-3	-2.4	3.9	2.1	0.4	1	3
CCS(=O)(=O)N1CCCC(C(=O)NCCN2CCC(Cc3ccccc3)CC2)C1 (centres undefined)	1	-8	6	113	-6	-1.1	0.8	2.1	0.5	3	-29
Nc1nnc(SCC(=O)NCc2ccc3c(c2)OCO3)s1	-2	83	-4	100	6	0.9	-2.2	3.1	0.8	-6	13
CC1Sc2ccc(S(=O)(=O)CCC(=O)NCc3ccc(Cl)cc3)cc2NC1=O (centres undefined)	2	15	-5	90	3	1.0	-0.4	1.5	-2.9	2	-11
CCOC(=O)CSc1nnc(-c2ccco2)n1-c1ccc(C)cc1	0	-3	13	·	-51	-2.0	-1.6	-0.8	-0.6	-4	-8
O=C(CC1Nc2ccccc2NC1=O)NCc1cccnc1 (centres undefined)	2	·	3	99	-19	-0.5	1.2	-0.2	0.5	-11	-6
CCOC(=O)c1sc(NC(=O)CSc2n[nH]c(-c3ccc(Cl)cc3Cl)n2)c(C#N)c1C	-4	459*	-4	107	·	0.9	1.7	4.0	4.5	7	10
COc1cc2[nH]c(=S)nc(NCC3CCCO3)c2cc1OC (centres undefined)	-1	-4	-25	68	7	4.6	0.1	1.3	2.2	2	-47
O=C(CSC1=NCCS1)N1CCc2ccccc21	4	5	11	·	-15	-2.3	-2.6	-1.3	1.3	2	6
O=C(O)c1cccc(NC2=C(Cl)C(=O)c3ccccc3C2=O)c1	-1	·	-143	85	-7	22*	·	·	5.5	9	3

Other results:
mol	HTR5A ag ctr	SUMO Mot1 rescue	OPRM1-OPRD1 inv	Pemphigus Ab inh	PfHsp90 yeast 2	OPRM1-OPRD1 ag	E coli growth	AddAB inh	phage Ecoli inh	PKA-R1A activ	HTR5A inv ag
Cc1cc2c3c([nH]c2cc1S(=O)(=O)NCCCOC(C)C)CC(C)(C)CC3=O	1	-2	10	95	8	-2.3	-2.8	-0.2	0.4	-10	-2
Cc1noc(C)c1C(=O)Nc1ccccc1N1CCOCC1	-3	0	15	111	-5	-3.6	0.2	-0.9	0.1	-13	7
Cc1ccc(Cn2cccc(-c3nc4ccccc4s3)c2=O)cc1	-1	-9	-13	·	·	2.5	1.4	2.6	1.7	-3	2
O=C(CSc1ccc2c(c1)OCCO2)Nc1ccc(Br)cn1	11*	-4	7	107	-9	-1.3	0.6	-1.5	0.6	-4	-19
CCOC(=O)c1cc2occc2n1Cc1c(F)cccc1Cl	2	-7	-29	101	-1	5.2	-1.2	-2.0	4.0	5	11
